# Screening results (PubChem)
# SR-BI HDL uptake: inhibitors of mouse SR-BI mediated HDL lipid uptake. 320,000 tested, 0.96% active. inhibition, % at 12.5 µM. ldlA[mSR-BI] CHO cells, DiI-HDL uptake fluorescence, 3 h;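 active = mean replicate inhibition of at least 70% and a set share of replicates each scoring 70 or more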;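 also: 0% = median of neutral control wells and 100% = median of positive control wells; values of inactives mirror those of a sister screen read the other way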
# Target sequence (Q61009 whole entry, looked up): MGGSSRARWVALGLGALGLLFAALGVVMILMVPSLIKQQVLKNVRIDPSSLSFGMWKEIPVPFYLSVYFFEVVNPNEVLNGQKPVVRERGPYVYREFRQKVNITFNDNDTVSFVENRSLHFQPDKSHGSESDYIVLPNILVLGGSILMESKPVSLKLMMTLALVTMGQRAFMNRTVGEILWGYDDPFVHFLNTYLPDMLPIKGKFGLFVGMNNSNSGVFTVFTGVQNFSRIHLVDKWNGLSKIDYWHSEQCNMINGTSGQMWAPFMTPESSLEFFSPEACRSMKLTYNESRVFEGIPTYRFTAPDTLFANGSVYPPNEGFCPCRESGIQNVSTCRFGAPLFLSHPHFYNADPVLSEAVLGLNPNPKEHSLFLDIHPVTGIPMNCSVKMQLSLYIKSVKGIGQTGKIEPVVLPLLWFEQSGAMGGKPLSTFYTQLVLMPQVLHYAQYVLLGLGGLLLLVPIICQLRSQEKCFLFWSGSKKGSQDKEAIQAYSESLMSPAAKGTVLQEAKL
# Tat export inh: blocks Tat-dependent protein export in E. coli. inhibition, % at 10 µM. 340,000 tested, 0.036% active. E. coli MC4100 TorA-mCherry Tat export, fluorescence;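 active = mean replicate inhibition at least 50% and at least half of replicates individually reaching 50%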;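 also: exported cargo escapes ClpAP degradation while cytoplasmic cargo is degraded and loses fluorescence; 0% = median of neutral control wells and 100% = median of NaSCN control wells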
# SR-BI DiI-HDL act: activators of SR-BI mediated HDL lipid uptake; CHO ldlA[mSR-BI] cells, DiI-HDL uptake fluorescence, 3 h; 100 = double the neutral-control signal; activation, % at 12.5 µM; 320,000 tested, 0.096% active; AID 504775;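 active = mean replicate activation of at least 60% and every replicate at or above 60%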;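 also: 0% = median plate neutral-control signal and 100% = twice that signal; values of inactives mirror those of a sister screen read the other way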
#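 Material – SR-BI-overexpressing, LDLR-lacking CHO cells · Medium – BSA-supplemented, HEPES-buffered Ham's F12, pH 7.4 · Doses – single concentration · Times – compound with DiI-HDL co-incubation, 3 h at 37 °C · Measured by – bottom-read fluorescence, 550/595 nm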
# Wnt bcat act: activates Wnt/beta-catenin signaling in a reporter cell assay; AID 743398; activator, plate reader; activation, % at 9.35 µM; 300,000 tested, 1.2% active; in the data active = activation above about 30%, passing the limit was not always enough;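 also: 0% = neutral control wells and 100% = positive control wells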
# CAL PDZ FP-1: CAL PDZ (human) peptide binding inhibition; Q9HD26; purified CAL PDZ, TMR-peptide fluorescence polarization, 1 h; inhibition, % at 24.9 µM; 300,000 tested, 0.92% active; AID 602252;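 active = mean inhibition of at least 30% with at least half of replicates also reaching 30%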;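 also: 0% = DMSO neutral control and 100% = excess unlabeled competitor peptide PRC23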
# CAL PDZ FP-2: blocks peptide binding to human CAL PDZ domain; Q9HD26; purified CAL PDZ, TMR-peptide fluorescence polarization, 1 h; inhibition, % at 20 µM; 330,000 tested, 0.02% active; AID 504414;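 active = highest replicate inhibition of at least 40%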;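 also: plate controls were DMSO neutral control wells for no effect and unlabeled competitor peptide control wells for full effect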
#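 Read-out basis: mP drop reported as inhibition | Assay system: Tagged CAL PDZ protein CerCALP, purified | Benchmarks: Unlabelled peptide for full inhibition, DMSO wells as neutral | Schedule: 1 h incubation at room temperature before polarization reading | Buffer or medium: Sodium phosphate/NaCl buffer pH 7.4 with TCEP, IgG, Thesit | Doses: Single point, 20 µM | Measured by: Fluorescence polarization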
# MITF TRPM1 HTS: activators of MITF-driven TRPM1 promoter activity in SK-MEL-5 cells | activation, % at 12.5 µM | SK-MEL-5 TRPM1-promoter luciferase, 24 h; % of positive control, neutral wells = 0 | 300,000 tested, 0.75% active;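 active = mean activation of at least 80% with every replicate also reaching 80%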;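 also: 0% = neutral control wells and 100% = parthenolide positive control wells; values of inactives mirror those of a sister screen read the other way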
# Ecoli viability: reduces bacterial viability in AddAB counter-screen. E. coli V3065 growth, OD600 absorbance, 18 h. inhibition, % at 11.9 µM. 330,000 tested, 0.27% active;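 active = inhibition above the campaign's mean inhibition across all tested compounds plus 3 SD, cut at about 9.9% in these data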;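 also: uninfected addAB+ strain grown without phage in ampicillin broth; 0% = DMSO wells and 100% = ciprofloxacin 0.95 µg/ml wells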
# AddAB inh: less growth of phage-infected E. coli with AddAB | E. coli expressing H. pylori AddAB, absorbance growth | inhibition, % at 11.9 µM | 330,000 tested, 0.29% active; in the data active = inhibition above about 12%;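 also: 0% = vehicle wells of infected cells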
# phage Ecoli inh: E. coli growth loss with phage present; growth absorbance; inhibition, % at 11.9 µM; 360,000 tested, 0.26% active; AID 651602; in the data active = inhibition above about 11%
# Active calls of the source: *; x = not tested or not shown.
SMILES,SR-BI HDL uptake,Tat export inh,SR-BI DiI-HDL act,Wnt bcat act,CAL PDZ FP-1,CAL PDZ FP-2,MITF TRPM1 HTS,Ecoli viability,AddAB inh,phage Ecoli inh
CN(C)CCCN1C(=O)C2CCc3[nH]c4ccccc4c3C2C1=O (centres undefined),7.6,-0.8,-7.6,1.6,-0.5,0.1,-9.2,-1.6,2.5,1.3
CC(C)Cc1ccc(CN2CCCC(NC(=O)c3nn(C)c(=O)c4ccccc34)C2)cc1 (centres undefined),-16.0,31.2,16.0,1.6,-1.7,-3.5,-4.7,x,x,0.6
CC(C)C(=O)Nc1cc(C(F)(F)F)ccc1N1CCOCC1,-4.9,9.7,4.9,0.5,-4.5,-0.7,21.9,1.9,-0.1,1.6
COC(=O)c1ccc(S(=O)(=O)N2CCCN(Cc3ccc(F)cc3)CC2)n1C,-20.5,-7.1,20.5,-2.5,1.2,-0.3,x,0.0,-2.7,-0.4
O=C1N/C(=C\c2ccccc2)C(O)=C1C=NCc1ccccc1,-27.1,2.5,27.1,15.5,4.9,-0.3,34.7,1.6,0.8,3.5
O=C(NCCCN1CCOCC1)c1cc(-c2cccc(Br)c2)nc2ccccc12,28.3,5.3,x,0.5,-0.4,-2.8,15.4,0.1,-3.4,0.6
O=C(CN(Cc1ccccc1Cl)C(=O)Cn1nnc(-c2cccs2)n1)NCC1CCCO1 (centres undefined),-18.7,-2.4,18.7,-1.1,-1.4,-2.2,-10.5,-0.2,0.2,x
Cc1c(C(=O)O)cccc1-c1ccc(/C=C2/NC(=O)N(c3ccccc3)C2=O)o1,-11.3,-7.3,11.3,4.9,x,-0.3,x,1.7,4.2,2.1
O=C(COc1coc(CN2CCN(c3ccc(F)cc3)CC2)cc1=O)Nc1ccccc1,5.4,1.4,-5.4,-2.1,-0.6,-0.1,-5.8,1.7,1.4,2.4
C[C@H](CO)N1C[C@H](C)[C@@H](CN(C)S(C)(=O)=O)Oc2c(NC(=O)Nc3ccc(C(F)(F)F)cc3)cccc2C1=O,-2.8,3.3,2.8,-4.9,-2.1,-1.0,21.3,-5.0,-0.8,2.9
CC1(CCc2ccccc2)NC(=O)N(CC(=O)O)C1=O (centres undefined),5.5,5.6,-5.5,4.3,3.4,-0.2,7.6,-1.0,-1.8,3.0
O=C(CCN1C(=O)NC2(CCCC2)C1=O)Nc1ccc(-c2nc3ccccc3s2)cc1,50.1,4.2,-50.1,19.7,x,-2.9,44.4,-1.9,1.6,-0.5
COc1ccc(C(=O)NNC(=O)CSc2nnc(-c3cccnc3)n2C)cc1,-11.8,-5.4,11.8,-0.9,x,-1.3,1.5,0.6,3.5,0.1
COc1ccc(OC)c(CN2CCCC(CCC(=O)N(C)CCc3ccccn3)C2)c1 (centres undefined),-15.2,-7.8,15.2,0.2,x,0.1,-9.5,4.0,3.4,2.0
Cc1ccc(C(=O)NCN2CCN(c3ccccc3)CC2)cc1,16.7,-2.8,-16.7,-2.8,x,-0.6,2.8,x,x,2.8
CCc1nc(SCc2ccc(C(=O)OC)o2)c2c(=O)n(C)c(=O)n(C)c2n1,-8.9,-0.7,8.9,0.5,2.8,-4.1,-2.5,-0.6,-1.4,0.5
Clc1ccc(-c2ccc(CNCc3ccccn3)o2)cc1,20.5,15.5,-20.5,-0.8,2.4,-2.0,15.7,-5.4,-2.1,-2.3
Cc1noc(C)c1S(=O)(=O)Nc1ccc(C(=O)Nc2ccc(OC(F)(F)F)cc2)cc1,33.6,7.4,-33.6,-3.6,-3.5,-2.3,-4.8,0.9,-1.2,3.5
CCOC(=O)C1CCN(C(=O)c2ccccc2NS(=O)(=O)c2ccc(F)c(F)c2)CC1,-3.0,31.0,3.0,-2.9,-1.6,-0.4,-1.2,0.2,4.2,3.0
O=C(Nc1cc(Sc2ccccn2)cc([N+](=O)[O-])c1)c1ccc([N+](=O)[O-])cc1,89.8*,-0.4,-89.8,-4.3,-7.4,x,3.8,-1.6,-0.2,3.0

# Exported with tabs: part of the list above.
SMILES	SR-BI HDL uptake	Tat export inh	SR-BI DiI-HDL act	Wnt bcat act	CAL PDZ FP-1	CAL PDZ FP-2	MITF TRPM1 HTS	Ecoli viability	AddAB inh	phage Ecoli inh
O=C1N/C(=C\c2ccccc2)C(O)=C1C=NCc1ccccc1	-27.1	2.5	27.1	15.5	4.9	-0.3	34.7	1.6	0.8	3.5
O=C(NCCCN1CCOCC1)c1cc(-c2cccc(Br)c2)nc2ccccc12	28.3	5.3	x	0.5	-0.4	-2.8	15.4	0.1	-3.4	0.6

# The listing continues.
SMILES,SR-BI HDL uptake,Tat export inh,SR-BI DiI-HDL act,Wnt bcat act,CAL PDZ FP-1,CAL PDZ FP-2,MITF TRPM1 HTS,Ecoli viability,AddAB inh,phage Ecoli inh
Oc1ccccc1/C=N/NC(=S)NC1CC2CCC1C2 (centres undefined),76.1*,7.5,-76.1,23.5,-1.2,-4.1,42.7,-0.8,-3.6,0.8
CCOc1ccc(NS(=O)(=O)c2cc(C(=O)N3CCN(C(C)=O)CC3)ccc2Cl)cc1,-27.8,-2.8,27.8,-0.2,-6.3,-2.0,-9.2,0.2,1.8,1.5
CC1=C(CC(=O)O)c2cc(F)ccc2/C1=C/c1ccc(S(C)=O)cc1 (centres undefined),-0.3,-0.1,0.3,-0.7,-1.9,0.8,3.9,5.2,0.8,3.2
CCn1c(CSc2nncn2-c2ccc(OC)cc2)nc2cc(S(=O)(=O)N(C)C)ccc21,-21.1,-4.1,21.1,-3.4,1.6,0.0,-12.6,-0.6,3.7,2.1
Cc1ccc(NC(=O)CN(C)C(=O)CCC(=O)N2CCOCC2)cc1,7.2,6.5,-7.2,-3.5,x,0.3,-4.4,0.3,-1.2,4.8
COC(=O)c1ccc(-c2noc(CN3C[C@H]4CC[C@H]3C4)n2)cc1,-10.5,-7.7,10.5,9.1,-6.4,-1.7,20.2,1.6,6.0,2.0
Cc1ccc(-c2n[nH]c(S(C)(=O)=O)c2C#N)cc1,-1.9,-2.2,1.9,1.9,-4.8,0.7,x,0.8,2.8,2.7
O=C(NNC(=O)c1ccc2ccccc2c1)c1cccc(Br)c1,11.6,-6.7,-11.6,-4.1,-2.8,-0.3,15.4,x,x,2.4
CC(C)C[C@H]1CNC(=S)N1CC1CCN(CC2CCCC2)CC1,5.0,-3.1,-5.0,-1.2,-4.6,1.7,7.1,x,x,1.2
COc1ccccc1CNS(=O)(=O)c1ccc2c(c1)NC(=O)C(C)S2 (centres undefined),8.5,-1.7,-8.5,-0.7,-1.0,-3.6,-3.7,-1.7,0.8,-2.1
CC(NCc1nc2ccccc2n1C)C12CC3CC(CC(C3)C1)C2 (centres undefined),10.0,2.1,-10.0,0.0,-2.7,-0.6,0.0,-3.4,-2.4,-4.4
C[C@H](NC(=O)C(c1ccccc1)c1ccccc1)c1ccccc1,-19.7,-12.4,19.7,1.9,-2.6,-0.4,4.5,x,x,2.0
S=C(NCc1ccccc1)N1CCN(C(=S)NCc2ccccc2)CC1,-6.1,-8.9,6.1,-2.8,-3.2,-0.1,-7.1,0.7,0.9,3.6
COc1ccc(S(=O)(=O)N2CCOC2CNC(=O)C(=O)NCCc2ccc(S(N)(=O)=O)cc2)cc1 (centres undefined),-9.7,-1.6,9.7,0.9,-0.5,-0.8,x,2.5,-3.6,2.1
CCOC(=O)C1CCN(CC(=O)NC(=O)NC2CCCCC2)CC1,-12.4,0.7,12.4,-0.1,-3.9,0.6,6.0,-0.2,2.6,-0.7
CCn1c(SCC(=O)Nc2ccc(C)cc2)nc2sc3c(c2c1=O)CCN(C)C3,-1.3,-0.6,1.3,-3.9,2.9,-4.1,3.6,-1.6,-3.2,1.6
O=C(c1ccco1)N1CCN(c2cc(=O)n(C3CCCCC3)c(=O)[nH]2)CC1,2.3,3.1,-2.3,x,-2.2,0.0,-0.1,0.7,2.4,1.1
CC(C)(C)c1cc(C(=O)NNC(=O)c2ccc(Cl)cc2)no1,3.4,-9.1,-3.4,-1.0,18.7,-2.0,x,-2.0,0.1,-3.0
O=C(COC(=O)CC1CCCCC1)Nc1c(Cl)cccc1Cl,-20.5,0.4,20.5,-1.3,-3.8,-3.5,3.6,1.6,1.4,2.4
COc1ccc2c(c1)OC[C@H]1[C@@H]2N2C(=O)[C@@H](C)NC(=O)[C@@]2(C)[C@H]1c1ccccc1,11.3,1.8,-3.3,-2.6,-4.0,-0.3,-3.5,-0.3,-1.2,2.6
O=C(Nc1nc(-c2ccccn2)cs1)c1cc(Cl)ccc1[N+](=O)[O-],47.6,14.1,-47.6,-1.6,-0.6,-2.3,-78.2,-5.1,-5.2,-4.4
CC(=O)Nc1ccc(OS(=O)(=O)c2ccccc2C)cc1,-1.8,-1.1,1.8,0.5,x,0.0,8.9,0.9,0.1,0.0
Cc1ccccc1NC(=S)NCCc1ccccn1,-44.8,-3.8,44.8,0.9,0.6,-0.2,x,0.5,-0.7,3.4
Cc1csc(Nc2nc(N)c(C(=O)Nc3ccccc3)o2)n1,x,-2.0,x,16.7,-3.2,1.1,93.4*,0.8,2.6,-0.1
Cc1cc(C)n(C(=O)COc2c(C)cccc2C)n1,-45.0,-3.4,45.0,-4.4,1.8,-0.7,-5.1,0.2,1.9,3.4
Cc1ccc(COc2ccc(S(=O)(=O)N3CCCC3)cc2C(N)=O)cc1,x,0.1,x,0.8,0.7,-2.2,5.7,-2.5,3.8,2.5
Cn1c(C(=O)NCCc2ccccc2)cc(=O)n(C)c1=O,-4.4,-9.4,4.4,-1.2,11.6,0.5,1.2,-1.0,2.1,1.2
COc1ccc(NC(=O)C2CCCN(S(C)(=O)=O)C2)cc1 (centres undefined),-6.1,-1.5,6.1,0.3,-5.6,-1.3,x,-0.4,1.8,0.6
CC(NCC(=O)Nc1cc(S(=O)(=O)N2CCCCCC2)ccc1Cl)c1ccccc1 (centres undefined),60.7,9.9,-60.7,0.2,-1.1,-2.7,-14.7,1.3,2.4,3.4
Cn1c(=O)c2c(nc(CN3CCN(c4ccccc4F)CC3)n2CCN2CCOCC2)n(C)c1=O,-37.6,2.0,37.6,x,-5.0,0.1,x,0.5,1.9,2.0
CCOc1c(Br)cc(C(=O)NCCCn2ccnc2)cc1OC,-1.5,12.6,1.5,-0.7,-3.5,0.5,11.7,-2.6,-2.5,1.5
O=C(Nc1ccccc1)Nc1ccc(Br)cc1F,7.0,15.1,-7.0,22.0,-3.9,-1.0,64.7,1.4,2.0,5.2
COC(=O)CC1C(=O)NCCN1C(=O)OC(C)(C)C (centres undefined),-39.1,1.6,39.1,4.1,-1.7,-2.3,13.7,-1.9,1.7,2.2
COc1ccc2c(C)c(CCC(=O)NC3CC3)c(=O)oc2c1,-13.6,2.5,13.6,-0.8,-1.6,-0.3,10.6,-0.5,4.0,3.2
Cc1ccc(S(=O)(=O)N/N=C2\C(=O)C3(C)CCC2C3(C)C)cc1 (centres undefined),-13.9,-6.5,13.9,-0.5,-1.3,-1.4,-5.2,3.4,-0.8,3.5
CCOc1cccc(N(C(=O)Cc2cccs2)C(C(=O)NC2CCCCC2)c2cccn2C)c1 (centres undefined),20.7,-5.4,-20.7,-1.9,-3.6,-2.3,5.5,1.6,2.3,0.0
